# HTR5A ag = HTR5A agonists in luminescence cell assay, primary screen, counter-screen for OPRM1-OPRD1 heterodimer agonist project, full-deck HTS; 5-hydroxytryptamine receptor 5A (Homo sapiens), P47898; cell-based; activation, % at 9.3 µM; 340,000 compounds, 0.61% hits; in the data active means activation mostly above about 9.5%, no sharp cut-off; inactive means mostly below about 7.6%;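 further: 0% = cells with vehicle only and 100% = reference agonist; strong numbers were not always called active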
# PvdQ inh = P. aeruginosa PvdQ acylase inhibitors, primary screen, biochemical, fluorescence, plate reader and imaging, single point | purified PvdQ acylase | inhibition, % at 10 µM | 340,000 compounds, 0.063% hits | AID 488965, 2010; in the data active means inhibition above about 30%, passing the limit was not always enough; inconclusive means no clear call, values can overlap the other calls;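 further: 0% = vehicle neutral wells and 100% = reference inhibitor wells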
# CDK5 inh = inhibitors of human CDK5/p35 kinase, primary screen, biochemical, single concentration; Cyclin-dependent kinase 5 (Homo sapiens) + Cyclin-dependent kinase 5 activator 1 (Homo …; Recombinant CDK5/p35, ADP-Glo luminescence, 60 min; inhibition, % at 10 µM; 330,000 compounds, 0.01% hits; AID 488839, 2010;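 active means highest replicate inhibition of at least 50% and at least 75% of replicates reaching 50%; inconclusive means only one of the two criteria met; inactive means both criteria failed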;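 further: plate controls were DMSO neutral control for no effect and GW8510 at 10 µM for full effect; many of its hits are not listed in these tables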
# cardiac RTF act = cardiac RTF calcium sensitivity activators, primary screen, biochemical, IANBD-TnC fluorescence, EC20 calcium | AID 493008, 2010 | activation, % at 7.2 µM | IANBD-labeled TnC RTF fluorescence at EC20 calcium; 0% EC20 calcium, 100% full calcium | 340,000 compounds, 0.24% hits;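 active means activation above the mean over all tested compounds plus 3 SD, cut at about 30% in these data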;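 further: rise in fluorescence read as greater calcium sensitivity of cardiac thin filaments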
# Wnt bcat act = Wnt/beta-catenin pathway activators, primary screen, cell-based, plate reader, single point; 300,000 compounds, 1.2% hits; activation, % at 9.35 µM; Wnt/beta-catenin reporter cell assay, activator; in the data active means activation above about 30%, passing the limit was not always enough; inconclusive means no clear call, values can overlap the other calls;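 further: 0% = neutral control wells and 100% = positive control wells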
# Rtt109 Vps75 = inhibitors of C. albicans Rtt109/Vps75 HAT, primary screen, biochemical, ThioGlo CoA-SH fluorescence, plate reader. inhibition, % at 34.9 µM. 330,000 compounds, 0.16% hits. purified Rtt109/Vps75, 4 h. Histone acetyltransferase RTT109 (Candida albicans (strain SC5314 / ATCC MYA-2876)), …;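 active means inhibition of at least 50% in every replicate; inconclusive means best replicate reaches 50% inhibition but some replicates fall short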
# Target sequence (Q5AAJ8 whole entry, looked up): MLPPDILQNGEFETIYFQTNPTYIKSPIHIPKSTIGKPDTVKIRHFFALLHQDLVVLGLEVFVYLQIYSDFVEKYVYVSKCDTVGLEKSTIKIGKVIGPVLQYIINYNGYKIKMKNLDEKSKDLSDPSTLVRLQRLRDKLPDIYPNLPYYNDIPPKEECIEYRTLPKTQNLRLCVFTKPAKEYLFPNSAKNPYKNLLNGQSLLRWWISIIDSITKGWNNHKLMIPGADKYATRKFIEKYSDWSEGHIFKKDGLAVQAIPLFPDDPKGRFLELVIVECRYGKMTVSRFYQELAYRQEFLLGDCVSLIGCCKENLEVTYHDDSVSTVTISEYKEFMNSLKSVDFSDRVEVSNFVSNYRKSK
# SR-BI DiI inh = inhibitors of SR-BI mediated HDL lipid uptake, primary screen, ldlA[mSR-BI] cells, fluorescence, single point; ldlA[mSR-BI] CHO cells, DiI-HDL uptake fluorescence, 3 h; inhibition, % at 12.5 µM; 320,000 compounds, 0.96% hits; Scavenger receptor class B member 1 (Mus musculus), Q61009;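 active means mean replicate inhibition of at least 70% and a set share of replicates each scoring 70 or more; inconclusive means meets just one of the two criteria; inactive means fails both criteria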;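 further: 0% = median of neutral control wells and 100% = median of positive control wells; values of inactives mirror those of a sister screen read the other way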
# Target sequence (Q61009 whole entry, looked up): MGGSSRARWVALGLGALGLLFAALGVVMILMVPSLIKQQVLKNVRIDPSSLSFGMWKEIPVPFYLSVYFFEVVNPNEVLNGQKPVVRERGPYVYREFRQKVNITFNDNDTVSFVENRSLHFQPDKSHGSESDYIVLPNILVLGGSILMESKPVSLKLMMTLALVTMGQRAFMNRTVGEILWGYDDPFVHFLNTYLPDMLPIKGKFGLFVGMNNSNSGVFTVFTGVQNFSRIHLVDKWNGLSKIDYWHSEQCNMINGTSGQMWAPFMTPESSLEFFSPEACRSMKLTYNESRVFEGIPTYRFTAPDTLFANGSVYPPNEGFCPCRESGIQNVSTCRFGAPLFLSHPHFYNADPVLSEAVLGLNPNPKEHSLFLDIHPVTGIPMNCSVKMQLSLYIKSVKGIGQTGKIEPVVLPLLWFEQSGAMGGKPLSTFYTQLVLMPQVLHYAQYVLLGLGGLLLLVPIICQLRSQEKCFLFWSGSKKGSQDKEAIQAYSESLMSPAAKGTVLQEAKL
# MITF TRPM1 HTS = activators of MITF-driven TRPM1 promoter reporter, primary screen, cell-based, SK-MEL-5, luciferase, single point | activation, % at 12.5 µM | 300,000 compounds, 0.75% hits | AID 588334, 2011 | SK-MEL-5 TRPM1-promoter luciferase, 24 h; % of positive control, neutral wells = 0;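 active means mean activation of at least 80% with every replicate also reaching 80%; inconclusive means mean reaches 80% but some replicate falls short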;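 further: 0% = neutral control wells and 100% = parthenolide positive control wells; values of inactives mirror those of a sister screen read the other way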
# dFosB activator = activators of delta FosB homodimer, primary screen, biochemical, fluorescence polarization, TAMRA-CDK5 oligo, single point; Protein FosB (Mus musculus), P13346; purified delta FosB; percent of positive-control signal above neutral wells; activation, % at 25 µM; 340,000 compounds, 0.99% hits; AID 493131, 2011;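 active means mean activation above about 17%, with every replicate also reaching it, limit read from the data, passing the limit was not always enough; inconclusive means only one of the two conditions met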;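 further: fluorescence polarization rise as delta FosB binds a TAMRA Cdk5 AP-1 oligo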
# SR-BI uptake up = activators of SR-BI mediated DiI-HDL uptake, primary screen, ldlA[mSR-BI] CHO cells, DiI fluorescence; 3 h; 100 = double the neutral-control signal; activation, % at 12.5 µM; 320,000 compounds, 0.096% hits;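 active means mean replicate activation of at least 60% and every replicate at or above 60%; inconclusive means mean or all-replicate condition met, but not both; inactive means mean below 60% and not all replicates reaching 60%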;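 further: 0% = median plate neutral-control signal and 100% = twice that signal; values of inactives mirror those of a sister screen read the other way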
#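 Assay system: CHO ldlA[mSR-BI] cells, LDL receptor-null, SR-BI overexpressing; medium: Ham's F12 with 0.5% BSA, HEPES 25 mM, pH 7.4; also added: DiI-HDL 10 µg/mL; timing: 3 h uptake period with compound, 37 °C; signal: DiI fluorescence, bottom read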
# Numbers without * were called inactive; ? = inconclusive; nt = not tested or not shown.
cpd	Structure	HTR5A ag	PvdQ inh	CDK5 inh	cardiac RTF act	Wnt bcat act
1	Cc1cc(C(=O)OCC(=O)Nc2cccc([N+](=O)[O-])c2)c(C)o1	4	-5	0.3	1	-1
2	Cc1cc(NC(=O)CSc2nnc(CNC(=O)c3c(F)cccc3F)o2)no1	3	-19	1.6	-2	-2
3	CC(OC(=O)CNC(=O)c1cccs1)C(=O)Nc1ccc(S(N)(=O)=O)cc1 (configuration not stated)	1	6	-0.3	-7	1
4	CCOC(=O)c1ccc(NC(=S)N2CCSC2c2c(F)cc(F)cc2F)cc1 (configuration not stated)	1	5	1.1	-8	0
5	CC(=O)c1c(C)[nH]c(C(=O)N(C)CC(=O)Nc2ccc(Cl)c(C(F)(F)F)c2)c1C	8	-11	0.8	0	-2
6	CC(=O)NC(N(C#N)c1nc(Cl)nc(N(C)C)n1)C(Cl)(Cl)Cl (configuration not stated)	4	-1	-0.1	14	?
7	COc1ccc2cc(C(=O)N3CCCCCC3)sc(=O)c2c1OC	-5	-4	0.2	-1	-2
8	Cc1ccc(C(=O)O)cc1NC(=O)C1=CSCCO1	1	-19	1.4	2	-3
9	CSc1ccccc1NC(=O)CN(C)Cc1cccc(Cl)c1	-2	18	0.3	4	-1
10	Cc1ccc(CN2CCN(Cc3cnc(C)s3)CC2CCO)o1 (configuration not stated)	-2	-8	0.7	-6	20

cpd	Rtt109 Vps75	SR-BI DiI inh	MITF TRPM1 HTS	dFosB activator	SR-BI uptake up
1	-3	-6	1	-2	6
2	4	7	9	?	-7
3	19	1	9	3	-1
4	4	23	2	-2	-23
5	-6	-4	10	-3	4
6	-3	-1	6	0	1
7	5	nt	-3	-12	nt
8	-5	-18	6	0	18
9	-5	23	-1	-13	-23
10	-10	-11	-1	4	11

# Next part
cpd	Structure	HTR5A ag	PvdQ inh	CDK5 inh	cardiac RTF act	Wnt bcat act
11	O=C(NCc1ccccc1)N1CCOc2ccccc21	3	-7	-0.7	-1	1
12	O=c1[nH]c2ccccc2c(O)c1Cc1ccccc1	0	-1	1.6	3	0
13	Cc1c(Cc2ccccc2)c(=O)oc2cc(OCC(=O)NCC(O)c3ccccc3)ccc12 (configuration not stated)	0	2	-1.3	-3	-1
14	Cc1ccccc1C(=O)Nc1cccc(NC(=O)c2ncn[nH]2)c1	-4	-14	-1.1	-4	-3
15	CCCCCN(C(=O)COC(=O)c1ccc(Br)o1)c1c(N)n(CCCC)c(=O)[nH]c1=O	-2	-4	2.2	2	nt
16	CC1CN(CC(=O)NCc2ccc(F)cc2)CC(C)O1 (configuration not stated)	-1	-2	0.8	-2	1
17	COc1ccccc1NC(=O)c1ccccc1NC(=O)c1cccs1	3	-24	-2.7	1	1
18	O=C(O)c1ccccc1NS(=O)(=O)c1ccc(NNC(=S)Nc2ccc(OC(F)F)cc2)c([N+](=O)[O-])c1	-1	9	12	-8	-1
19	COC(=O)c1cc(CN2CCN(c3ccccc3C)CC2)ccc1O	-4	-1	0.3	-1	0
20	CCC(=O)NC(=S)Nc1ccc(NC(=O)c2ccc(Br)o2)cc1	-2	-8	0.7	6	-3

cpd	Rtt109 Vps75	SR-BI DiI inh	MITF TRPM1 HTS	dFosB activator	SR-BI uptake up
11	3	-2	-10	1	2
12	0	6	11	-2	-6
13	7	31	3	-8	-31
14	-3	4	10	0	-4
15	4	-22	1	-9	22
16	-28	nt	-4	0	nt
17	2	57	-3	-12	-57
18	38	?	-10	6	-71
19	-11	16	6	-5	-16
20	1	-17	5	0	17

# (cont.)
cpd	Structure	HTR5A ag	PvdQ inh	CDK5 inh	cardiac RTF act	Wnt bcat act
21	COc1cccc(CN2CCN(Cc3nc(-c4cccs4)oc3C)CC2CCO)c1 (configuration not stated)	2	9	0.6	-3	nt
22	Cc1cccc(-n2c(=O)cc(N3CCN(c4ccc(F)cc4)CC3)[nH]c2=O)c1	-4	-7	0.1	7	-3
23	Cc1ccc(NC(=O)CCCSc2ccccc2)cc1S(=O)(=O)N1CCOCC1	2	-8	-0.3	-3	-1
24	O=C(Cc1ccc([N+](=O)[O-])cc1)NCc1ccccn1	-5	-6	0.7	1	0
25	COc1cccc(NC(=O)Nc2ccc3c(c2)nnn3C)c1	5	23	1.9	-2	16
26	CN(Cc1ccccc1F)C(=O)c1ccc2c(=O)n3c(nc2c1)CCC3	-4	-19	1.3	-4	2
27	CCOc1cc(CC(=O)N[C@@H](CC(C)C)c2ccccc2N2CCCCC2)ccc1C(=O)O	11	-2	-0.3	-8	0
28	CC(C)CNS(=O)(=O)c1ccc(CCC(=O)NCc2ccncc2)cc1	3	0	-4.2	-4	1
29	CSc1cccc(NC(=S)NN(C)C)c1	-2	-11	1.6	1	14
30	COC(=O)c1cccc(C(=O)N2CCCC(C(=O)c3ccccc3OC)C2)c1 (configuration not stated)	-4	-17	1.1	0	1

cpd	Rtt109 Vps75	SR-BI DiI inh	MITF TRPM1 HTS	dFosB activator	SR-BI uptake up
21	12	12	3	0	-12
22	13	nt	-14	-4	nt
23	11	1	-18	-18	-1
24	-2	13	8	-2	-13
25	-8	-17	107*	4	17
26	-3	0	-8	4	0
27	29	-9	-7	-2	9
28	3	-16	-6	2	16
29	7	-4	8	-1	4
30	5	3	6	-12	-3

# Brought forward from above: 5 compounds, then new ones.
cpd	Structure	HTR5A ag	PvdQ inh	CDK5 inh	cardiac RTF act	Wnt bcat act
26	CN(Cc1ccccc1F)C(=O)c1ccc2c(=O)n3c(nc2c1)CCC3	-4	-19	1.3	-4	2
27	CCOc1cc(CC(=O)N[C@@H](CC(C)C)c2ccccc2N2CCCCC2)ccc1C(=O)O	11	-2	-0.3	-8	0
28	CC(C)CNS(=O)(=O)c1ccc(CCC(=O)NCc2ccncc2)cc1	3	0	-4.2	-4	1
29	CSc1cccc(NC(=S)NN(C)C)c1	-2	-11	1.6	1	14
30	COC(=O)c1cccc(C(=O)N2CCCC(C(=O)c3ccccc3OC)C2)c1 (configuration not stated)	-4	-17	1.1	0	1
31	Cc1cnc(C(=O)Nc2ccc(S(=O)(=O)N(C(C)C)C(C)C)cc2)cn1	-1	-13	0.0	1	1
32	COc1ccccc1N1C(=O)CSC1=S	-1	7	2.4	-3	2
33	Cc1c(C(=O)O)nnn1-c1ccccc1	-2	-3	-1.5	-5	4
34	Cc1ccc(S(=O)(=O)Nc2c(NC3CCCCC3)c3ccccc3oc2=O)cc1C	1	-13	-3.1	3	3
35	CC1(C)Cc2nc(-c3ccccc3)nc(SCC(=O)N3CCCC3)c2CO1	-1	2	-0.5	-4	0
36	O=C(OC1CCOC1=O)c1cccc(S(=O)(=O)N2CCc3ccccc3C2)c1 (configuration not stated)	-3	-6	-0.6	0	-1
37	COc1ccc(-c2noc(C3CCCN(C(=O)Nc4ccccc4F)C3)n2)cc1 (configuration not stated)	1	-9	-4.5	4	3
38	COc1ccc(/C=N/NC(=O)CN2CCCCCCC2)c(C)c1C	5	1	0.2	2	-2
39	CC(C)COc1ccc(N)cc1OCC(C)C	-3	-14	-0.9	1	6
40	Oc1ccc(C[C@@H]2CNCCN2CCc2cccc(F)c2)cc1	6	-3	-0.9	-1	-2

cpd	Rtt109 Vps75	SR-BI DiI inh	MITF TRPM1 HTS	dFosB activator	SR-BI uptake up
26	-3	0	-8	4	0
27	29	-9	-7	-2	9
28	3	-16	-6	2	16
29	7	-4	8	-1	4
30	5	3	6	-12	-3
31	-3	10	nt	-7	-10
32	7	-3	-14	9	3
33	-4	5	nt	1	-5
34	-7	3	-7	8	-3
35	33	-19	3	-2	19
36	7	-19	-12	-2	19
37	0	-12	5	-12	12
38	22	nt	-3	-3	nt
39	6	12	-3	-9	-12
40	7	-24	7	5	24

# Continuation:
cpd	Structure	HTR5A ag	PvdQ inh	CDK5 inh	cardiac RTF act	Wnt bcat act
41	Cc1cc(C)nc(SCSc2nc(C)cc(C)n2)n1	4	-9	0.8	-7	1
42	Cc1cccc(/C(N)=N/OC(=O)C23CC4CC(CC(C4)C2)C3)c1	1	12	1.9	9	2
43	Cc1cc(N2Cc3ccccc3C2)ccc1C=O	-2	3	2.7	-4	17
44	COc1ccc(-c2cc3ccccc3n2CC(O)CN2CCCCC2)cc1 (configuration not stated)	3	-1	-0.2	3	0
45	O=C(COC(=O)/C=C/c1ccco1)Nc1ccccc1	-2	-19	2.4	3	-1
46	Nc1nonc1-n1nnc(C(=O)N/N=C\c2ccncc2)c1CN1CCCCC1	-3	-10	-0.2	-5	13
47	Cc1cc(=O)oc2cc(NC(=O)c3ccnn3C)ccc12	1	-6	-2.0	-4	nt
48	NS(=O)(=O)c1ccc(NC(=O)CSc2nc3ccccc3c(=O)n2Cc2ccncc2)cc1	6	-3	-0.9	-4	5
49	COc1ccc(C(=O)NNC(=O)c2cccs2)cc1S(=O)(=O)N1CCOCC1	1	-17	-3.2	1	-2
50	COc1ccc(/C(C)=N/NC(=O)c2nnn(-c3nonc3N)c2-c2cccs2)cc1	-2	-3	0.5	0	-2

cpd	Rtt109 Vps75	SR-BI DiI inh	MITF TRPM1 HTS	dFosB activator	SR-BI uptake up
41	-5	-10	-3	-4	10
42	-4	5	10	2	-5
43	-6	3	nt	-19	-3
44	6	15	17	0	-15
45	-1	4	5	-3	-4
46	14	0	nt	-1	0
47	-5	5	?	-2	-5
48	3	-2	11	-6	2
49	3	-5	1	-6	5
50	-6	8	10	0	-8

# Later entries
cpd	Structure	HTR5A ag	PvdQ inh	CDK5 inh	cardiac RTF act	Wnt bcat act
51	CN(C)c1ccc(CNC(=O)C2CCN(S(=O)(=O)c3ccc4c(c3)CCC(=O)N4)CC2)cc1	6	-6	-1.9	3	-2
52	CCCCCOc1ccc(C(=O)CCN2CCOCC2)cc1	6	-23	0.8	-2	0
53	CCOc1ccc2ccccc2c1C(=O)NCC(c1ccc(N(C)C)cc1)N(C)C (configuration not stated)	-4	-12	0.3	4	0
54	O=c1[nH]c(C(F)(F)C(F)(F)C(F)(F)F)no1	0	-13	0.5	-2	-3

cpd	Rtt109 Vps75	SR-BI DiI inh	MITF TRPM1 HTS	dFosB activator	SR-BI uptake up
51	-8	7	-1	1	-7
52	4	9	21	0	-9
53	-5	2	2	-4	-2
54	0	-12	-17	6	12
